K1F lysis inhibition: protection from phage-mediated lysis, alamar blue read-out – E. coli UTI89, K1F phage, bacterial capsule biogenesis inhibitors (AID 488966). 0.02% of 340,000 active. E. coli UTI89 K1F phage lysis, alamar blue, 2 h; higher % means a stronger effect. one-dose inhibition, % at 100 µM; IC50 in µM for titrated hits;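 active = phage lysis inhibition, versus mean bacterial control, above a set limit; inconclusive = no clear call, values can overlap the other calls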;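 note: capsule biogenesis inhibitors block K1F phage lysis so surviving cells raise fluorescence; higher fluorescence means more inhibition of phage lysis; actives were called in the ten point dose series up to 300 µM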
Salmonella PhoP GFP: inhibitors of PhoP regulon expression, primary screen, Salmonella Typhimurium, GFP reporter (AID 1863). S. Typhimurium PhoP-regulated promoter GFP reporter, 4 h; higher % means a stronger effect. one-dose inhibition, % at 50 µM; IC50 in µM for titrated hits. 0.16% of 300,000 active;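 active = inhibition over 29.93%, a cutoff 3 SD above the screen mean, later confirmed by dose response; inconclusive = inhibition over 29.93% but no dose response follow-up; inactive = inhibition at most 29.93% or unconfirmed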;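 note: 0% = low Mg2+ inducing control and 100% = high Mg2+ repressing control; strong numbers were not always called active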
NTR1 agonist: agonists of NTR1, primary screen, imaging, U2OS cells, beta-arrestin-GFP, high content (AID 493036) | P30989 | NTR1-U2OS beta-arrestin-GFP spot imaging, agonist mode | activation, % at 20 µM | 0.17% of 330,000 active;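 active = activation at or above 40% of the spot to cytoplasm intensity ratio, with at least 20 cells analyzed; inconclusive = wells under 20 cells, flagged as cytotoxic or low count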;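 note: 0% = DMSO without peptide and 100% = 100 nM NTR1 peptide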
Target sequence (P30989 whole entry, looked up): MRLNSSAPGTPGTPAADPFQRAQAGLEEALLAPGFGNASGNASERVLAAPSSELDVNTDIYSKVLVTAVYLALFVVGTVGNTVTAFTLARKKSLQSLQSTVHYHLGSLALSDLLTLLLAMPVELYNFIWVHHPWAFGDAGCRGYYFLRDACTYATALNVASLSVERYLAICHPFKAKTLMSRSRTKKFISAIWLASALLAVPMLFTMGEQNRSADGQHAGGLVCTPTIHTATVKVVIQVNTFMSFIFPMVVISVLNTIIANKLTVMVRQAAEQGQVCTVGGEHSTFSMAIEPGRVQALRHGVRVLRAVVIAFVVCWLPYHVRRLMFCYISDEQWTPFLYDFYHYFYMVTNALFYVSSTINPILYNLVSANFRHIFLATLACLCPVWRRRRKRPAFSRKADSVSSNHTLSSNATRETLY
Rac1 GTP hydrolysis: MgcRacGAP GTPase-activating activity inhibitors, confirmation, biochemical, ADP Hunter fluorescence; inhibition, % at 30 µM; hits with a dose series show IC50 in µM; 0.6% of 340,000 active; MgcRacGAP-stimulated Rac1 GTP hydrolysis, ADP Hunter fluorescence; higher % means a stronger effect; GST-tagged Rac1 F28L mutant substrate;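 active = first-screen hits whose inhibition reached a set limit at any dose in the follow-up dose series; inconclusive = inhibition above the set first-screen limit but never retested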;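 note: fluorescence reports GDP produced by GAP-driven GTP hydrolysis; strong numbers were not always called active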
West Nile antiviral: West Nile virus antiviral activity, cell-based, CPE readout (AID 1621) | West Nile virus-infected cells, CPE inhibition; higher % means a stronger effect | CPE inhibition, % at 10 µM; hits with a dose series show IC50 in µM | 0.02% of 290,000 active; in the data active = a potency from the dose series; inconclusive = CPE inhibition mostly from about 3.7% at the one dose, without a potency; inactive = the rest, 99 in 100 with CPE inhibition below about 2.2%; note: strong numbers were not always called active
RSV antiviral HEp-2: RSV antiviral activity via CPE protection, HEp-2 cells, primary 10 µM value included (AID 2391); HEp-2 cells, RSV-induced CPE inhibition; higher % means a stronger effect; one-dose CPE inhibition, % at 10 µM; IC50 in µM for titrated hits; 0.13% of 310,000 active; in the data active = a potency from the dose series; inconclusive = CPE inhibition mostly from about 23% at the one dose, without a potency; inactive = the rest, 99 in 100 with CPE inhibition below about 21%; note: strong numbers were not always called active
Large T inhibition: SV40 large T antigen inhibitors, biochemical (AID 1903). SV40 large T antigen ATPase/helicase inhibition assay; higher % means a stronger effect. inhibition, % at 20 µM; hits with a dose series show IC50 in µM. 0.39% of 310,000 active; in the data active = a potency from the dose series; inconclusive = inhibition mostly from about 32% at the one dose, without a potency; inactive = the rest, 99 in 100 with inhibition below about 32%; note: strong numbers were not always called active
Dengue-2 NS5 capping: flavivirus cap methylation enzyme inhibition – biochemical, confirmation dose response, primary screen (AID 588689); Dengue-2 NS5 methyltransferase capping enzyme assay, biochemical; higher % means a stronger effect; inhibition, % at 25 µM, or IC50 in µM where a hit was titrated; 0.3% of 340,000 active; in the data active = a potency from the dose series; inconclusive = inhibition above about 29% without an active follow-up result
T cell HTS: T cell immune modulation candidate; 2C CD8+ T cell-vesicle binding, flow cytometry; stronger effect = lower value; calls only at 7 µM; 0.068% of 330,000 active;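 active = response, share of CD8 T cells binding vesicles, and their 90th percentile fluorescence all below set limits, cut at about 80% in these data, passing the limit was not always enough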
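Also added: QL9-peptide-loaded Drosophila micro-vesicles bearing Ld, ICAM-1 and B7-1; Test system: purified 2C TCR transgenic mouse naive CD8+ T cells; Measured by: cytometric PE anti-B7-1 and Alexa647 anti-CD8 signals after 1% paraformaldehyde fixation; Timing: binding step 1.5 h, 37 °C, antibody labelling 20 min, ice.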
T cell HTS vesicle-bound %: second read-out of T cell HTS, no call of its own (marks repeat the call); double positive events, %; measured here: CD8+ vesicle-bound cell fraction;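 binding gate set so that unloaded-vesicle control wells show 10% double positive cells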
NTR1 agonist cell count 20 µM: also measured in NTR1 agonist; calls as there; cell count; measured here: cell count, cytotoxicity flag
The depositor's hits bear a star; i = inactive; ? = inconclusive; / = not tested or not shown; [ ] = dose if it differs, or a comment.

SMILES | K1F lysis inhibition | Salmonella PhoP GFP | NTR1 agonist | NTR1 agonist cell count 20 µM | Rac1 GTP hydrolysis | West Nile antiviral | RSV antiviral HEp-2 | Large T inhibition | Dengue-2 NS5 capping | T cell HTS | T cell HTS vesicle-bound %
CC(=O)N1c2ccc(S(=O)(=O)N3CCC(C(=O)N4CCN(c5cc(Cl)ccc5C)CC4)CC3)cc2CC1C (centres undefined) | -2.2% | -6% | 1.9 | 67 | 8% | 0.6% | ? | 4% | -1% | i | 23
CC(=O)N1N=C2c3ccccc3CCC2C1c1cccs1 (centres undefined) | / | -13% | 3.9 | 50 | / | -0.8% | 1.0% | 5% | / | i | 58
CN(C)c1cc2c(c(N(C)C)c1)C(=O)c1ccccc1C2=O | -0.1% | 13% | 1.5 | 78 | 8% | 0.3% | 12% | 19% | 15% | i | 42
COC(=O)C1(C)CN(S(=O)(=O)c2ccc(C)cc2)c2cc(OC)ccc2C1=O (centres undefined) | 2.9% | -12% | 0.6 | 38 | 12% | -1.1% | 4.7% | 10% | -4% | i | 39
CCCCS(=O)(=O)Nc1ccc(C)cn1 | 0.9%[50 µM] | -3% | 4.9 | 74 | 9% | -0.3% | 1.1% | 16% | 5% | i | 5
CCN(CC)CCNC(=O)c1ccc(NC(=O)CC(NC(=O)c2ccccc2Cl)c2ccccc2)cc1 (centres undefined) | -0.2% | -6% | 0.0 | 56 | 6% | 0.0% | 0.0% | 8% | -8% | i | 63
Cc1cc(C)c(S(=O)(=O)N2CCOC2CNC(=O)C(=O)NCCCN2CCCC2=O)c(C)c1 (centres undefined) | 0.7%[50 µM] | 11% | -1.0 | 81 | -3% | -0.6% | 0.2% | 8% | -2% | i | 4
CCc1ccc(S(=O)(=O)NCc2cn3c(C)csc3n2)s1 | -2.7% | 20% | 0.7 | 54 | 11% | -0.1% | 2.8% | 9% | -6% | i | 20
O=C(NCc1ccco1)C(c1ccco1)N(C(=O)Cn1nnc2ccccc21)c1ccc2c(c1)CCC2 (centres undefined) | 0.0% | / | -0.5 | 59 | 7% | 0.9% | 5.9% | / | -3% | i | 56
CC(NC(=O)C1CCC1)c1ccccc1 (centres undefined) | 0.2% | 1% | 0.9 | 72 | 7% | 0.9% | 1.9% | -2% | 10% | i | 24
COCCN(C(=O)CN1CCc2ccccc2C1)c1c(N)n(Cc2ccccc2)c(=O)[nH]c1=O | 3.2% | 2% | -0.9 | 92 | 0% | 0.0% | 4.6% | 12% | -4% | i | 24
CCCCn1c(N)c(N(CCOC)C(=O)c2cccc(OCc3ccccc3)c2)c(=O)[nH]c1=O | 0.7%[50 µM] | 0% | -1.6 | 68 | 6% | / | 0.2% | 9% | -5% | i | 53
Cc1ccc(C(=O)NNC(=O)/C=C\C(=O)O)cc1 | 1.1% | 5% | 2.3 | 58 | 8% | 0.5% | -0.8% | 13% | -10% | i | 18
O=S(=O)(Nc1ccc(-c2ccc3nncn3n2)cc1)c1cccc(F)c1 | 0.7%[50 µM] | -3% | 0.8 | 62 | 8% | / | -1.8% | 8% | -1% | i | 34
COc1cc(CNCc2ccccn2)ccc1OCC(N)=O | -0.3%[50 µM] | -8% | 0.3 | 55 | -1% | -0.2% | 0.0% | -7% | 1% | i | 17
CCOC(=O)c1sc(Nc2ccccc2Cl)nc1C | 0.1% | 0% | 6.4 | 54 | 5% | -0.6% | 4.1% | 11% | -10% | i | 30
Cc1cn(CCOc2ccc(Cl)cc2)c(=O)[nH]c1=O | 0.1% | -4% | 0.1 | 75 | 7% | -0.7% | 1.3% | 9% | -5% | i | 33
O=C(NCCCN1CCCC1=O)c1ccc(NS(=O)(=O)c2cccc([N+](=O)[O-])c2)cc1 | 0.6%[50 µM] | -8% | -1.5 | 62 | -1% | / | -1.8% | 12% | 1% | i | 17
CCOC(=O)/C=C/C(=O)OCC(=O)Nc1ccc(C)cc1 | / | -5% | 1.1 | 22 | / | 0.0% | 0.7% | 14% | / | i | 28
O=C(c1oc2ccccc2c1CSCc1ccccc1)N1CCN(c2ncccn2)CC1 | -0.2% | -28% | 2.9 | 66 | 4% | 0.4% | 14% | 4% | ? | i | 11
CN(C(=O)c1cccc(NC(=O)c2ccco2)c1)c1ccccc1 | 0.2% | -2% | 3.9 | 52 | 5% | 1.2% | 2.1% | 6% | 4% | i | 8
O=C(Cn1c(SCC(=O)N2CCc3ccccc3C2)nc2ccccc21)NC1CCCC1 | -0.3% | -6% | 0.7 | 91 | 4% | -1.3% | 0.5% | 7% | -6% | i | 38
COc1ccc(N(C(=O)c2snc(C(N)=O)c2N)C(C(=O)NCc2ccc(F)cc2)c2ccc(O)cc2)cc1 (centres undefined) | 0.1% | 12% | 4.9 | 47 | 5% | -0.1% | ? | 0% | -11% | i | 49
Cc1cccc(C)c1OCC(=O)Nc1cccc(-c2nnc(-c3ccccc3)o2)c1 | 0.0% | -9% | 2.5 | 33 | 11% | 0.6% | 5.6% | -2% | -5% | i | 51
CN(C)c1ccc(C(=O)c2ccc(N(C)C)c3ccccc23)cc1 | 0.8% | 3% | 6.1 | 44 | 12% | / | 4.1% | 13% | 2% | i | 32
COc1ccccc1C(=O)OCc1nc(N)nc(Nc2ccccc2C)n1 | 0.2% | 5% | 0.5 | 76 | 7% | -0.9% | 0.2% | 3% | -6% | i | 58
FC(F)(F)c1ccc2c(c1)NCC1CCCN21 (centres undefined) | 1.7% | -3% | -1.0 | 61 | 4% | -0.2% | 1.3% | 14% | -19% | i | 55
Brc1ccc(/C=N/Nc2nncc(-c3ccccc3)n2)o1 | / | -5% | 0.5 | 89 | / | 0.1% | 2.9% | -5% | / | i | 27
Cc1cccc(C)c1NC(=O)C1(N(Cc2ccco2)C(=O)CC2NC(=O)NC2=O)CCCC1 (centres undefined) | -0.2% | -4% | -1.6 | 89 | 8% | 0.2% | -0.3% | 15% | -4% | i | 40
O=C(CN1CCN(Cc2ccccc2)CC1)N/N=C/c1c[nH]c2ccccc12 | 1.8% | -7% | 0.8 | 50 | 5% | -1.1% | 4.6% | 18% | 5% | i | 17
Cc1ccc(-c2noc(CCC(=O)NCCCN3CCN(c4ccc(F)cc4)CC3)n2)cc1 | 0.4% | 2% | -0.8 | 59 | 9% | -0.9% | 18% | 14% | -4% | i | 39
COc1ccc(S(=O)(=O)N2CCOCC2)cc1NC(=O)CCNC(=O)c1ccc([N+](=O)[O-])cc1 | 1.4%[50 µM] | / | 8.7 | 57 | 5% | / | -1.7% | / | 3% | i | 41
COc1ccc(C(=O)/C=C/NCc2ccc(C)cc2)cc1 | 0.2% | / | -4.5 | 91 | 6% | 0.0% | 6.1% | / | -4% | i | 29
C#CCOCCOCCOCCNc1nc(N2CCN(C(=O)CCCCCCCCCCNC(=O)[C@H](CCCCN)n3cc(C[C@@H](C)CC)nn3)CC2)nc(N2CCN(C(=O)CCCCCCCCCCNC(=O)[C@H](CCCN=C(N)N)n3cc(C[C@@H](C)CC)nn3)CC2)n1 | -1.8% | 81µM* | 0.8 | 25 | -5% | / | -4.5% | 36% | 0% | i | 26
Cc1nnc(C)n1/N=C/c1cc2ccccc2nc1Cl | 0.2% | 9% | -2.0 | 53 | 1% | 0.0% | -1.7% | 8% | -9% | i | 11
CC1(C)CNC(=O)c2sc(NC(=O)CN3CCOCC3)nc2C1 | 0.2% | -6% | 0.7 | 82 | 10% | -0.1% | 1.0% | 3% | -4% | i | 9
COc1ccc(NS(=O)(=O)c2cc(NC(=O)/C=C/c3cc(OC)ccc3OC)ccc2N2CCCCC2)cc1 | 0.9%[50 µM] | -8% | 0.1 | 33 | 5% | -0.5% | 1.4% | 8% | 0% | i | 51
CCCCC1=CC2=C(c3ccco3)C(=O)C(C)(OC(=O)c3ccc(OC)cc3)C(=O)C2=CN1Cc1ccco1 (centres undefined) | 0.5% | -5% | 1.7 | 95 | 4% | 0.1% | -0.5% | 33% | 2% | i | 11
Cc1nc(CS(=O)(=O)c2ccc(Cl)cc2)sc1C(=O)O | -0.7% | -3% | 1.4 | 39 | 20% | -0.2% | 2.3% | 5% | -3% | i | 32
COc1cc2c(OC(C)=O)c3c(c(-c4ccc5c(c4)OCO5)c2cc1OC)C(=O)OC3 | 0.4% | -3% | 11 | 90 | 5% | 21µM* | / | 5% | 1% | i | 23
CN1CCN(NC(=O)Nc2cccc(F)c2)CC1 | 0.2% | 1% | -0.8 | 53 | 8% | -0.9% | 0.5% | 14% | -1% | i | 8
COCCCNCCCOc1ccc(Cl)cc1Br | 0.2% | 16% | -2.4 | 103 | 17% | 0.6% | -2.5% | 6% | -9% | i | 38
CCOC(=O)C1(Cc2ccccc2C)CCCN(Cc2cn(C)nc2C)C1 (centres undefined) | 0.2% | 3% | -0.9 | 51 | 4% | 0.3% | 0.6% | 9% | -4% | i | 26
COc1ccc(C)cc1NC(=O)CN1C(=O)c2ccccc2S1(=O)=O | 1.9% | 9% | 1.9 | 53 | 3% | -0.9% | 0.7% | 4% | -5% | i | 47
O=C(Nc1ccccc1)NC1CS(=O)(=O)CC1O (centres undefined) | 1.3% | -2% | 0.6 | 101 | 0% | -0.1% | 0.3% | 0% | 0% | i | 17
O=C1CC(N2CCN(S(=O)(=O)c3ccccc3)CC2)C(=O)N1c1ccccc1 (centres undefined) | -0.1% | 1% | -0.1 | 55 | 7% | -0.1% | 0.0% | 10% | -4% | i | 36
COC(=O)[C@H]1C2CCC(C(=O)OC)(CC2)[C@H]1C(=O)OC | 0.0% | 4% | -1.1 | 73 | 2% | -0.1% | 0.6% | 9% | -1% | i | 38

Record cards (already shown). Order of screens: K1F lysis inhibition | Salmonella PhoP GFP | NTR1 agonist | NTR1 agonist cell count 20 µM | Rac1 GTP hydrolysis | West Nile antiviral | RSV antiviral HEp-2 | Large T inhibition | Dengue-2 NS5 capping | T cell HTS | T cell HTS vesicle-bound %
COc1ccc(S(=O)(=O)N2CCOCC2)cc1NC(=O)CCNC(=O)c1ccc([N+](=O)[O-])cc1 as listed: 1.4%[50 µM] | / | 8.7 | 57 | 5% | / | -1.7% | / | 3% | i | 41
Cc1cccc(C)c1OCC(=O)Nc1cccc(-c2nnc(-c3ccccc3)o2)c1 as listed: 0.0% | -9% | 2.5 | 33 | 11% | 0.6% | 5.6% | -2% | -5% | i | 51
